PAFAH2 FP inh – PAFAH2 enzyme inhibitors, primary screen, biochemical, fluorescence polarization, human; Platelet-activating factor acetylhydrolase 2, cytoplasmic (Homo sapiens), Q99487; recombinant PAFAH2, FP-rhodamine activity probe; inhibition, % at 3.39 µM; hit rate 0.99% among 340,000; AID 492956, 2010;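 active = inhibition above the mean over all tested compounds plus 3 SD, cut at about 30% in these data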;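 also: inhibitors block probe labeling of enzyme so polarization drops; 0% = enzyme with DMSO and 100% = wells lacking PAFAH2 protein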
PREPL inh – PREPL enzyme inhibitors, primary screen, biochemical, fluorescence polarization. Prolyl endopeptidase-like (Homo sapiens), Q4J6C6. recombinant PREPL, fluorescence polarization activity-based probe. inhibition, % at 5.96 µM. hit rate 0.68% among 320,000; in the data active = inhibition above about 43%;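 also: 0% = enzyme with DMSO and 100% = wells lacking enzyme; many of its hits are not listed in these tables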
Target sequence (Q4J6C6 whole entry, looked up): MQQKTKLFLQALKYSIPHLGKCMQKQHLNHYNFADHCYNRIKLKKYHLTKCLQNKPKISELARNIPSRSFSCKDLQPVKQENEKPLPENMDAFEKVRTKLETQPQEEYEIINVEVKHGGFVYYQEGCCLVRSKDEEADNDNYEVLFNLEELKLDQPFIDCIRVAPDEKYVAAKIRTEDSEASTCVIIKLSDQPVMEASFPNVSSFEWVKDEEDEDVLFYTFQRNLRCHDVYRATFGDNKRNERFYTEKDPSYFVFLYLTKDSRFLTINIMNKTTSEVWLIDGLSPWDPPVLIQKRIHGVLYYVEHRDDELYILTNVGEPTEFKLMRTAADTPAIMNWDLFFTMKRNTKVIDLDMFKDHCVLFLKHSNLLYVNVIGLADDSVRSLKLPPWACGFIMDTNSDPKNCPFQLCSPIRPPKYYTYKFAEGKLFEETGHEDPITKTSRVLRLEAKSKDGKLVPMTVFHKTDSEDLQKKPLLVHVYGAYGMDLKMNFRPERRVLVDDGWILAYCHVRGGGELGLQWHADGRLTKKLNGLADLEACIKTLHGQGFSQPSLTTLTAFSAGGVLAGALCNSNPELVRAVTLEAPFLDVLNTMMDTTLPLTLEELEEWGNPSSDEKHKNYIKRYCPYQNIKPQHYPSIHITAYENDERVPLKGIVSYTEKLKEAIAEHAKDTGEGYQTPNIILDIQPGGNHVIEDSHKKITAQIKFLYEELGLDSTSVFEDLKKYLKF
ZTA counter – ZTA (EBV) inhibition in EBNA-1 counter-screen. ZTA-DNA binding, fluorescence polarization. inhibition, % at 11 µM. hit rate 0.15% among 320,000; in the data active = inhibition above about 33%
pPAFAH inh – pPAFAH enzyme inhibitors, primary screen, biochemical, fluorescence polarization, human | Platelet-activating factor acetylhydrolase (Homo sapiens), Q13093 | recombinant pPAFAH, FP-rhodamine probe fluorescence polarization | inhibition, % at 3.39 µM | hit rate 1.5% among 330,000;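 active = inhibition above the mean inhibition across the screen plus 3 SD, cut at about 25% in these data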;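 also: inhibitors block binding of the rhodamine activity-based probe so polarization drops; 0% = enzyme with DMSO and 100% = wells lacking pPAFAH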
EBNA-1 inhibitor – EBNA-1 DNA-binding inhibitors, primary screen, biochemical, fluorescence polarization. hit rate 0.34% among 300,000. inhibition, % at 14.8 µM. AID 1950, 2009; in the data active = inhibition above about 28%
LYPLA1 inh – LYPLA1 inhibitors, primary screen, counter-screen for PME1 inhibitor project, biochemical, fluorescence polarization, FP-Rh probe ABPP. inhibition, % at 5.9 µM. hit rate 0.16% among 320,000. recombinant LYPLA1. AID 2174, 2009;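 active = inhibition above the mean of all tested compounds plus 3 SD, set per campaign, cut at about 14% in these data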;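 also: inhibitors block serine hydrolase probe labeling of LYPLA1 so polarization falls; 0% = enzyme with DMSO and 100% = wells lacking LYPLA1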
LYPLA2 counter – LYPLA2 inhibitors, primary screen, counter-screen for PME1 inhibitor project, biochemical, fluorescence polarization, FP-Rh probe ABPP | recombinant LYPLA2 | inhibition, % at 5.9 µM | hit rate 0.38% among 320,000 | Acyl-protein thioesterase 2 (Homo sapiens), O95372 | AID 2177, 2009;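 active = inhibition above the screen-wide mean plus 3 SD, limit set per campaign, cut at about 26% in these data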;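 also: 0% = LYPLA2 with DMSO and 100% = wells lacking LYPLA2 enzyme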
PAFAH1B2 FP inh – PAFAH1B2 enzyme inhibitors, primary screen, biochemical, fluorescence polarization, human | Platelet-activating factor acetylhydrolase IB subunit alpha2 (Homo sapiens), P68402 | recombinant PAFAH1B2, FP-rhodamine activity probe | inhibition, % at 3.39 µM | hit rate 1.2% among 340,000 | AID 492953, 2010;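 active = inhibition above the mean of all tested compounds plus 3 SD, cut at about 24% in these data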;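 also: 0% = enzyme with DMSO and 100% = wells lacking PAFAH1B2; many of its hits are not listed in these tables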
Target sequence (P68402 whole entry, looked up): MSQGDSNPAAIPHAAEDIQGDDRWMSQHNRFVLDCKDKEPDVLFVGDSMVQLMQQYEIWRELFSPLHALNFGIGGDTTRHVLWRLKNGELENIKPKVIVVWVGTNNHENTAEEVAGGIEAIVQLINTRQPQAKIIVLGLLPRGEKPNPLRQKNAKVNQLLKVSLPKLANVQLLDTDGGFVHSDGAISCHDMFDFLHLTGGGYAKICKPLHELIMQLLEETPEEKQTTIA
PAFAH1B3 FP inh – PAFAH1B3 enzyme inhibitors, primary screen, biochemical, fluorescence polarization, human | recombinant PAFAH1B3, FP-rhodamine probe | hit rate 0.28% among 340,000 | Platelet-activating factor acetylhydrolase IB subunit alpha1 (Homo sapiens), Q15102 | inhibition, % at 3.39 µM;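 active = inhibition above the screen-wide average of all tested compounds plus 3 SD, cut at about 25% in these data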;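 also: 0% = enzyme with DMSO only and 100% = wells lacking PAFAH1B3 protein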
* = called active by the depositor; · = not tested or not shown. The list is partial (hit frequency here may not be typical).

SMILES	PAFAH2 FP inh	PREPL inh	ZTA counter	pPAFAH inh	EBNA-1 inhibitor	LYPLA1 inh	LYPLA2 counter	PAFAH1B2 FP inh	PAFAH1B3 FP inh
CC(NCCC(c1ccccc1)c1ccccc1)c1ccccc1 (configuration not stated)	-8	-33	20	4	10	-3	-6	1	7
CC1(c2nnc(-c3ccccc3)o2)CC(c2c(Cl)cccc2Cl)=NO1 (configuration not stated)	2	-12	-2	2	-3	-1	5	5	-3
COc1ccccc1-c1nnc2sc(-c3cnccn3)nn12	-5	8	21	10	10	1	-2	-3	9
CCN(CC(=O)Nc1c(F)cccc1F)C(=O)C1CCN(c2ncnc3sc(C)c(C)c23)CC1	-9	4	-2	2	2	-2	-2	7	-6
O=C(Cc1cccs1)N1CCN(S(=O)(=O)c2ccc(Cl)c(C(F)(F)F)c2)CC1	-3	16	1	6	·	0	5	4	3
O=[N+]([O-])c1ccc(-[n+]2nc(-c3ccccc3)nn2-c2ccccc2)cc1	-7	7	-2	3	-10	1	5	-1	11
Cc1cnc(C(=O)OCC(=O)N2c3ccccc3CC2C)cn1 (configuration not stated)	-2	-10	12	0	8	3	2	0	5
Cc1cc(C)c(NC(=O)CCCN2CCOCC2)c(C)c1	7	1	-11	4	-3	-1	-1	-2	1
Cc1ccc(-c2nnc(-c3ccccc3)o2)cc1	4	1	0	3	3	1	3	-2	5
O=C(Oc1cc(Cl)cc(Cl)c1)c1cnc2n(c1=O)CCS2	-6	9	11	4	1	3	-1	-1	2
O=C(c1cnc2n(c1=O)CCS2)N1CCN(C(c2ccccc2)c2ccc(Cl)cc2)CC1 (configuration not stated)	-11	-4	-7	8	8	-1	3	14	8
Cc1sc(NC(=O)CN2C(=O)NC3(CCCC3)C2=O)nc1-c1ccc(F)cc1	-1	-12	6	11	10	-2	1	6	1
COc1ccccc1CNS(=O)(=O)c1ccc(N2CCCC2)cc1Br	-3	·	·	-7	·	·	·	4	7
CC1CN(C2CCN(C(=O)c3ccccc3Cl)CC2)CC(C)O1 (configuration not stated)	-3	1	8	6	10	1	5	-2	0
Cc1ccc(S(=O)(=O)NCCC(=O)Nc2cc(S(=O)(=O)N(C)C)ccc2C)cc1C	-1	-3	-7	-1	-1	3	5	-1	-4
CN1CCC(N(CCc2ccccc2)C(=O)CCC(=O)O)CC1	-4	-4	17	-2	5	-3	-1	1	5
CC(=O)Nc1c(C(=O)O)oc2ccc(Cl)cc12	5	13	-9	1	3	0	6	6	4
O=[N+]([O-])c1ccc(N/N=C/c2ccc[nH]2)cc1	-16	30	15	13	1	-11	3	-6	7
COc1cc(OC)c2c(-c3cccc(-c4ccc(OC)c(OC)c4)c3)cc(=O)oc2c1	-5	·	·	6	·	·	·	-1	-1
CCCCCC(=O)N(Cc1ccccc1)c1c(N)n(CCOC)c(=O)[nH]c1=O	-6	-1	0	2	-1	-3	2	1	12
Cc1ccc(C(=O)NCCCc2ccccc2)c(Cl)c1	2	7	-27	2	-5	0	3	0	6
O=C(c1ccco1)N1CCN(S(=O)(=O)c2cc(Cl)ccc2Cl)CC1	-2	-3	-2	4	-2	-6	-4	7	11
O=C(NCC(F)(F)F)c1nn(Cc2ccccc2)c(=O)c2ccccc12	1	-3	-5	5	-4	-1	2	0	4
COc1ccc(S(=O)(=O)N(C)CC(=O)NCc2ccco2)cc1Cl	4	0	9	2	6	1	-3	0	1
O=C(C1CCCO1)N1CCN(C(=S)Nc2ccccc2F)CC1 (configuration not stated)	2	6	6	4	-8	-2	3	4	5
Cc1ccc(-c2nc(CSCC(=O)N3CCOCC3)c(C)o2)cc1	-1	3	24	4	13	2	1	3	6
CSCC[C@H](NC(=O)NCCc1ccc(F)cc1)C(=O)O	2	-8	-5	8	4	-3	-4	8	-4
O=C(CN1c2ccccc2Sc2ccccc21)N/N=C/c1ccccc1	4	6	-7	24	-14	0	5	9	4
CC(=O)Nc1nnc(SCC(=O)NC2CCCC2)s1	2	3	4	2	-7	2	2	2	3
COc1ccc(/C=N/NC(=O)c2ccccc2F)cc1CN1CCN(c2ccc(F)cc2)CC1	-4	-11	-6	0	6	0	-2	-6	13
COc1cccc(CN2CCNC(=O)C2CC(=O)NCc2cn3cccc(C)c3n2)c1OC (configuration not stated)	3	5	-10	-7	-5	0	2	12	1
CC(C)(C)NC(=O)COC(=O)c1ccc(NC(=O)CC#N)cc1	67*	2	-5	7	-5	1	5	4	2
C#CCNC(=O)C1CCN(c2cc(C)nc(-c3ccccc3)n2)CC1	-2	19	-9	3	11	-1	-3	1	10
COc1ccc(N(CC(=O)N2CCN(Cc3ccccc3)CC2)S(C)(=O)=O)cc1OC	-3	-2	-4	7	-8	-2	-5	-4	0
O=C(NCCCN1CCOCC1)c1ccc2c(c1)N(Cc1ccccc1)C(=O)c1ccccc1S2	-5	0	-5	0	-3	-2	-3	2	8
NNC(=O)c1ccc(OCC2CC(c3ccc(Cl)cc3)=NO2)cc1 (configuration not stated)	3	0	-14	-6	-5	-7	-7	7	-5
O=C(C1CC1)N1CCN=C1SCc1ccc(F)cc1	-2	19	-21	5	5	-1	1	6	6
COc1ccc(S(=O)(=O)N2CCC(c3cc(-c4cccc5ccccc45)n[nH]3)CC2)cc1	-11	12	-4	2	-6	-12	-15	-4	1
CCOC(=O)c1ccn(-c2nc(-c3ccco3)cc(C(F)(F)F)n2)n1	-6	1	7	5	2	-2	1	1	2
Nc1nc2ncc(-c3ccsc3)c(N)n2n1	-2	-5	13	5	2	-1	1	-4	3
Cc1cc(C)c(-c2c(O)c3cccnc3n(C)c2=O)c(C)c1	·	15	-10	3	-6	1	6	·	·
COc1cc2c3c(c1)c(C1=NC(=S)NC1=O)c(O)n3C(C)(C)C=C2C	6	-11	-7	3	2	1	9	1	-1
C#CCNC(=O)C1=C[C@@H](c2ccc(C#C)cc2)C[C@@H](OCc2ccc(CO)cc2)O1	1	4	-2	13	6	1	1	3	-3
C=CCOC(=O)c1ccc(N2CCN(c3ccccc3)CC2)nc1	3	16	5	8	-2	-2	-3	4	-4
Cc1onc(-c2ccccc2)c1C(=O)NCCN1CCOCC1	3	22	-1	-1	4	3	-2	-1	0
Nc1cc(Cl)ccc1Oc1ccccc1	7	5	8	4	-7	2	10	1	5
Cc1ccccc1NC(=O)c1ccc(-n2cncn2)nc1	-4	1	-13	-1	1	-1	-4	5	8
CCOC(=O)C1=C(C)NC(SC(C)=O)=NC1c1ccc(OC(C)=O)c(OC)c1 (configuration not stated)	-6	25	-1	6	1	0	4	5	6
CCc1cc(C(=O)NNC(=S)Nc2cc(C)ccc2C)cs1	-2	0	2	3	5	2	-2	-3	3
COc1ccccc1/C=C/CN1CCC(Oc2ccc(C(=O)N3CCCCC3)cc2)CC1	-5	15	-2	3	-4	-4	7	-1	-6
COc1ccccc1Oc1ccc(N/C=C/C(=O)C(C)(C)C)cc1	-7	3	0	7	6	0	0	-4	0
Cc1cc(C(=O)CN(Cc2ccc(F)cc2)S(=O)(=O)c2ccc3c(c2)OCCO3)c(C)n1C	-3	-12	-27	-3	1	-5	-4	7	4
O=C(NC1CC2CCCC(C1)N2CC(=O)N1CCCc2ccccc21)C1CCCCC1 (configuration not stated)	1	13	-15	-2	-4	0	5	1	2
CC(CC(=O)Nc1nncs1)c1ccccc1 (configuration not stated)	4	10	-11	-1	4	0	5	12	6
COc1ccc(-n2c(Cc3cccs3)nnc2SCC(=O)Nc2ccc3c(c2)OCCO3)cc1	-4	5	-5	5	-30	2	-2	3	11
Nc1nnnn1/N=C/c1ccccn1	6	0	-15	4	3	3	8	-5	4
O=C(O)c1ccc2cccnc2n1	2	-4	-13	2	5	-4	6	4	0
COc1ccc(O)c(/C=N/N2CCCCC2)c1	7	17	-2	-1	-3	3	0	2	4
COc1cc(/C=C/C(=O)Nc2ccccc2C(F)(F)F)cc(OC)c1OC	·	4	-6	4	-4	2	1	·	·
COC(=O)c1ccc(N2CCN(S(=O)(=O)c3ccccc3)CC2)c([N+](=O)[O-])c1	6	-19	-5	4	-11	-1	11	7	12
(continued)
SMILES	PAFAH2 FP inh	PREPL inh	ZTA counter	pPAFAH inh	EBNA-1 inhibitor	LYPLA1 inh	LYPLA2 counter	PAFAH1B2 FP inh	PAFAH1B3 FP inh
CCc1nnc(NC(=O)c2ccc(Cl)c(S(=O)(=O)N3CCc4ccccc43)c2)s1	8	-16	-8	11	-10	-7	-7	-3	-3
COc1ccc(NC(=O)Nc2c(C)n(C)n(-c3ccccc3)c2=O)cc1OC	-1	1	-5	9	4	0	2	0	-8
CN(C(=O)C1CCCC1)C1CCS(=O)(=O)C1 (configuration not stated)	2	-3	0	3	4	0	2	4	-3
NC(=O)c1ccc(NC(=O)COC(=O)c2cc(S(=O)(=O)N3CCOCC3)ccc2N2CCCCC2)cc1	-1	18	-4	-12	-2	-3	-7	3	-3
CCCC(c1nnnn1CCc1ccccc1)N1CCN(C(=O)c2ccco2)CC1 (configuration not stated)	5	5	-4	8	5	0	3	5	2
CCOc1ccc(NC(=S)NCc2nc3ccccc3[nH]2)cc1	-4	-3	-14	0	-6	0	3	-6	0
O=c1cc(CO)oc(C(Nc2ccccn2)c2ccc(F)cc2)c1O (configuration not stated)	9	-3	12	2	13	-1	-3	10	3
Cc1onc(-c2ccccc2)c1C(=O)NC(=S)NNC(=O)c1ccco1	·	9	-4	-6	-1	-5	-7	·	·
Fc1cccc(-c2csc(-c3ccno3)n2)c1	-1	-2	2	4	11	-2	-2	2	-2
COc1cc(C)ccc1Oc1nc(-c2ccccc2O)nc2ccccc12	-4	3	12	2	3	-1	0	-2	-2
O=C(Nc1ccc(S(=O)(=O)C(F)F)cc1)c1cccc(S(=O)(=O)N2CCOCC2)c1	4	-2	10	2	8	-6	35*	-1	-5
COc1ccc(C(=O)Nc2cccc3nc(C)ccc23)c(OC)c1	-2	3	-3	-2	-8	-2	4	3	4

Marked active in PAFAH2 FP inh, among the entries above:
SMILES,PAFAH2 FP inh,PREPL inh,pPAFAH inh,EBNA-1 inhibitor,PAFAH1B2 FP inh,PAFAH1B3 FP inh
CC(C)(C)NC(=O)COC(=O)c1ccc(NC(=O)CC#N)cc1,67*,2,7,-5,4,2

The results go on.
SMILES	PAFAH2 FP inh	PREPL inh	ZTA counter	pPAFAH inh	EBNA-1 inhibitor	LYPLA1 inh	LYPLA2 counter	PAFAH1B2 FP inh	PAFAH1B3 FP inh
O=C(CNC(=O)c1ccc2ccccc2c1)Nc1ncccc1O	8	7	-9	2	·	-1	6	9	15
O=C(CSc1nc2ccccc2s1)Nc1cc(S(=O)(=O)N2CCOCC2)ccc1Cl	9	-18	10	14	-1	-8	-12	2	3
N#CCC(=O)Nc1ccc(C(=O)OCC(=O)N2CCCC2=O)cc1	5	3	-17	-1	-4	1	5	-3	6
O=[N+]([O-])c1ccc(N2CCN(S(=O)(=O)c3ccccc3)CC2)cc1N1CCc2ccccc2C1	2	9	6	-4	-4	-1	-5	-3	0
COc1ccc(Cl)cc1C(=O)OCC(=O)NC(=O)c1cccn1C	11	0	10	4	1	2	2	-2	1

Compound activity from PubChem BioAssay.
